EBI2 antag: antagonists of human EBI2 receptor. 360,000 tested, 0.81% active. AID 651636. inhibition, % at 5 µM. P32249. EBI2 beta-arrestin recruitment, luminescence, 7a,25-OHC stimulated; in the data active = inhibition above about 38%;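 also: enzyme fragment complementation signal reports receptor beta-arrestin coupling in cells; 0% = agonist plus DMSO wells and 100% = wells without agonist; some results beyond the cut were filed as inactive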
Target sequence (P32249 whole entry, looked up, the tested form may be a part): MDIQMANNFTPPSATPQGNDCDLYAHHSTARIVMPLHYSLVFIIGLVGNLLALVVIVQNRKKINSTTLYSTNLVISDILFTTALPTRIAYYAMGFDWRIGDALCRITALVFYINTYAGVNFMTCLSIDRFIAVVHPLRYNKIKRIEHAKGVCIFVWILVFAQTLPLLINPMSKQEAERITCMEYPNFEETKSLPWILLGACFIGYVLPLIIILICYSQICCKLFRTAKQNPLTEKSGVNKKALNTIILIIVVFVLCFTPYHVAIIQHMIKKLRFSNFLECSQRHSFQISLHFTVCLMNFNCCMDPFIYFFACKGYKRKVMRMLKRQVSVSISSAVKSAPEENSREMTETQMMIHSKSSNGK
APJ ag: APJ receptor agonism | P35414 | CHO-K1 APJ PathHunter beta-arrestin, luminescence; 0% DMSO wells, 100% apelin | activation, % at 20 µM | 330,000 tested, 0.11% active | AID 2520;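 active = activation more than six SD over the plate average, tested at 20 µM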;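 also: 0% = DMSO alone and 100% = apelin-13 at 10 nM; some results filed as inactive read as strong as hits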
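Incubation: overnight seeding, 90 min compound at 25 °C, 1 h detection; test system: PathHunter CHO-K1 APJ (AGTRL-1) beta-arrestin reporter cells; amount: 1000 cells/well; doses: one dose, 20 µM compound, 1% DMSO; measured by: beta-gal luminescence; measure: agonist-driven arrestin binding to APJ; benchmarks: negative DMSO alone, positive Apelin-13 at 10 nM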
Mdm2 MdmX PPI: disrupts the human Mdm2-MdmX interaction; O15151+Q00987; SaOS-2 split-luciferase Mdm2/MdmX complementation, luminescence; inhibition, % at 8 µM; 330,000 tested, 3% active; AID 485346;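 active = inhibition of at least 50% at 8 µM in the primary screen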
tim23-1 inh: tim23-1 yeast growth inhibition; inhibition, % at 20 µM; 330,000 tested, 1.3% active; S. cerevisiae tim23-1 growth, BacTiter-Glo luminescence, 24 h;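 active = growth inhibition of the mutant yeast at or above 50%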;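 also: temperature-sensitive mutant grown at 25 °C; plate controls were DMSO-treated mutant yeast for no effect and medium wells lacking yeast for full effect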
CCR6 antagonist: CCR6 (human) receptor antagonism. CHO-K1 CCR6 PathHunter beta-arrestin, luminescence, CCL20-stimulated. 340,000 tested, 0.49% active. P51684. inhibition, % at 20 µM;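 active = compounds whose inhibition of the agonist-driven luminescence signal at 20 µM reaches about 50%, limit read from the data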;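 also: cells stimulated with CCL20 at 14 nM final; plate controls were DMSO with CCL20 for no effect and DMSO without agonist for full effect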
Target sequence (P51684 whole entry, looked up): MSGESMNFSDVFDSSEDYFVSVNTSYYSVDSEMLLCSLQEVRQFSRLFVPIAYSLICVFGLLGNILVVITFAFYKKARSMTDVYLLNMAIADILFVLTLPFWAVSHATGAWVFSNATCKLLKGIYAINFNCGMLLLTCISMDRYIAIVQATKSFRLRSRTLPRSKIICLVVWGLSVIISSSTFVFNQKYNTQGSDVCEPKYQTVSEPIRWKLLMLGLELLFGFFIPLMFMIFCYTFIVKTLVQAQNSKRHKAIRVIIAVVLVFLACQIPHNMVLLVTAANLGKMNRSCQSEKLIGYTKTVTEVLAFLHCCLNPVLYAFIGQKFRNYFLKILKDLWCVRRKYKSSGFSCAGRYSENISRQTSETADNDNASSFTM
CXCR6 inh: inhibitors of human CXCR6 receptor | AID 602244 | CHO-K1 PathHunter CXCR6 beta-arrestin, luminescence | O00574 | 360,000 tested, 0.36% active | inhibition, % at 20 µM; in the data active = inhibition above about 34%, passing the limit was not always enough;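 also: antagonist mode with CXCL16 agonist at 10 nM final; 0% = 10 nM CXCL16 with DMSO and 100% = unstimulated wells without agonist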
Target sequence (O00574 whole entry, looked up): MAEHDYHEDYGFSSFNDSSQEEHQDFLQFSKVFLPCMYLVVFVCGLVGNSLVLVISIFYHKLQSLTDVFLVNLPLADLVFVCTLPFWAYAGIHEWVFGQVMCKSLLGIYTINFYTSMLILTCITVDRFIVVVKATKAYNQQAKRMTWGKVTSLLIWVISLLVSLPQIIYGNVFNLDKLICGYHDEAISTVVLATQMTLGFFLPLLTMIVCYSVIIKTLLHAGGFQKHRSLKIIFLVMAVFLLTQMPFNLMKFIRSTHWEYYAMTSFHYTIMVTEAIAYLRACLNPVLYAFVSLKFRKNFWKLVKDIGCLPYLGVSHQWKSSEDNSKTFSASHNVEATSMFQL
XBP1 UPR activ: adaptive UPR (XBP1) activation. CHO-XBP1 luciferase reporter, IRE1-XBP1 UPR activation, luminescence; percent of tunicamycin response, DMSO as zero. activation, % at 20 µM. 330,000 tested, 0.33% active. AID 463104;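 active = versus positive control, 20 µM dose yields 30% or more activation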;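 also: 100% = tunicamycin at 10 µg/mL and 0% = DMSO only wells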
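Assay system: CHO-XBP1 luciferase reporter cells; Schedule: 6 h treatment, 37 °C; Detection: glow luminescence from Steady-Glo reagent; Benchmarks: high control tunicamycin 10 µg/mL final, low control DMSO vehicle only.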
APJ antag: antagonists of human APJ apelin receptor; P35414; CHO-K1 APJ beta-arrestin complementation, luminescence; inhibition, % at 20 µM; 330,000 tested, 0.32% active; AID 2521;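 active = inhibition above about 40% at 20 µM, limit read from the data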;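 also: cells challenged with 10 nM apelin-13 agonist together with compound; plate controls were apelin-13 plus DMSO wells for no effect and DMSO wells lacking apelin-13 for full effect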
UPR CHOP act: apoptotic UPR (CHOP) activation | activation, % at 10 µM | CHO-CHOP luciferase reporter, luminescence; percent of tunicamycin response over DMSO baseline | 330,000 tested, 0.34% active | AID 449763;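 active = at 10 µM dose, activation of 40% or more, normalized to positive control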;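 also: 100% = tunicamycin at 10 µg/mL and 0% = DMSO alone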
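Evaluation: % reporter activation, DMSO baseline versus tunicamycin full activation; System: CHO-CHOP luciferase reporter cell line; Input: 500 cells/well; Incubation: 6 h compound treatment, 37 °C; Measured by: Steady-Glo luciferase luminescence; Dosing: one dose, 10 µM in 0.5% DMSO; Buffer or medium: F12 medium, 10% FBS; Benchmarks: positive tunicamycin 10 µg/mL, negative DMSO alone.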
Starred values were filed as active, the others as inactive. An excerpt; count on the stated rates, not on these rows.

| compound | EBI2 antag | APJ ag | Mdm2 MdmX PPI | tim23-1 inh | CCR6 antagonist | CXCR6 inh | XBP1 UPR activ | APJ antag | UPR CHOP act |
| --- | --- | --- | --- | --- | --- | --- | --- | --- | --- |
| Cc1ccc(CSCC(=O)NCCc2ccccc2)cc1 | -2 | 0 | -8 | 20 | 16 | 8 | 3 | 8 | 1.6 |
| O=CN1CCN(C(=O)c2cccc([N+](=O)[O-])c2)CC1 | 7 | -3 | 17 | 8 | -9 | 2 | -2 | 13 | 2.7 |
| CCOC(=O)c1sc(=NC(=O)c2ccco2)n(C)c1C | 2 | 2 | -57 | 54* | 7 | 8 | 9 | -7 | 8.2 |
| CC(=O)c1ccc(S(=O)(=O)N2CCN(c3nc4c(C)c(C)ccc4cc3C#N)CC2)cc1 | 16 | -1 | 33 | 22 | 8 | -6 | 2 | -1 | 4.9 |
| Cc1cccc(C(=O)Nc2scc(CC(C)C)c2C(=O)O)c1 | -11 | 2 | 23 | 24 | -9 | -6 | -2 | -15 | -0.4 |
| COC(=O)c1cccc(NC(=O)CN2CCc3ccccc3C2)c1 | 2 | 7 | 9 | 9 | 14 | 4 | -5 | -19 | -1.6 |
| CN1/C(=C\P(=O)(N(C)C)N(C)C)C(C)(C)c2ccccc21 | -13 | -3 | 5 | 26 | -11 | -4 | -4 | 11 | -2.0 |
| O=C(COc1ccccc1)N1CCN(c2ccccc2)CC1 | 30 | -2 | -17 | 7 | 11 | 3 | 1 | 12 | -0.1 |
| COC(=O)/C(=C\Nc1cccc(Cl)c1C)c1ncc(C(F)(F)F)cc1Cl | 2 | -4 | 29 | -4 | -16 | -7 | 1 | -7 | 0.4 |
| CC1CCCCC1NC(=O)CCCn1c(=S)[nH]c2ccccc2c1=O (stereo not given) | -9 | -1 | 13 | 3 | 5 | 1 | 1 | 3 | 0.0 |
| S=C1NC2(CCCCC2)Nc2ccccc21 | -9 | -3 | 11 | 6 | 1 | 4 | 1 | 4 | -1.3 |
| O=C(NCC1COc2ccccc2O1)c1cc(S(=O)(=O)N2CCOCC2)ccc1F (stereo not given) | 9 | 5 | -9 | 10 | 18 | -4 | 0 | -2 | -0.1 |
| CN(C(=O)COC(=O)/C=C/c1ccc(Cl)c(Cl)c1)c1c(N)n(Cc2ccccc2)c(=O)[nH]c1=O | 3 | -8 | 34 | 0 | 6 | -4 | -1 | -27 | 1.6 |
| O=C(NCCSc1ccccn1)c1ccc(Cl)cc1 | 5 | 0 | -79 | 6 | 6 | 2 | -3 | -4 | 3.3 |
| COCCCn1c(SCC(N)=O)nnc1-c1ccccc1 | -4 | 0 | -20 | 6 | 4 | -8 | 1 | -5 | -1.2 |
| CC(C)SC1=NC(C)(C)C=C(/C=C/c2ccc(Cl)cc2Cl)N1 | 6 | -9 | 47 | 33 | 51* | 14 | 1 | 1 | -0.4 |
| CCCCN(C(=O)c1ccc2c(c1)OCO2)C1CCS(=O)(=O)C1 (stereo not given) | -2 | -5 | 26 | -15 | -3 | -10 | 1 | 11 | -2.0 |
| Cc1ccc(O)c(N=Cc2sc3ccccc3c2Cl)c1 | -12 | 1 | 27 | 18 | 0 | -17 | 0 | -24 | 7.5 |
| CCOc1ccc(NC(=O)CCC(=O)N/N=C/c2ccc([N+](=O)[O-])s2)cc1 | -5 | 3 | 19 | 79* | 19 | 9 | -1 | -31 | 3.1 |
| Cc1c(C(=O)N2CCCCC2)c(S(=O)(=O)NCc2ccccc2Cl)c(C)n1C | 3 | 8 | -8 | 12 | 10 | -8 | -3 | -7 | 1.6 |
| O=C(CN1CCc2ccccc2C1)Nc1ccc(Br)cc1 | 3 | -4 | 10 | 32 | 4 | 8 | -2 | 3 | -2.2 |
| COc1ccc(C(=O)N/N=C/c2cccnc2)cc1 | -6 | -4 | -48 | -7 | 3 | 0 | -2 | -7 | 1.8 |
| COc1ccc(OCCOC(=O)CCS(=O)(=O)c2ccc(C)cc2)cc1 | 0 | -5 | 21 | 32 | 3 | -8 | 0 | -56 | -1.0 |
| CCOC(=O)N/N=C/c1cccc(Cl)c1Cl | 3 | 0 | -41 | 23 | 2 | -2 | 4 | -4 | 2.1 |
| CCN(CC)S(=O)(=O)c1ccc2c(c1)c(=O)c(C(=O)NCCc1ccc(OC)c(OC)c1)cn2C | -5 | 0 | 16 | 21 | -1 | -2 | -3 | 10 | 1.7 |
| Cc1nnsc1C(=O)Nc1cccc(Cl)c1 | -2 | -3 | 8 | 18 | 3 | 6 | 1 | 11 | -0.7 |
| Brc1ccc(-c2nnc(-c3ccccc3)o2)o1 | 7 | -2 | -59 | -3 | 15 | 2 | 2 | 14 | 2.3 |
| COc1ccccc1C(c1nnnn1CCc1ccccc1)N1CCCCCC1 (stereo not given) | 25 | 0 | 12 | 41 | 21 | 19 | -4 | 10 | -1.9 |
| CC(=O)Nc1cc(C(=O)N(C)Cc2ccco2)ccc1Sc1ccc(Cl)cc1 | -6 | -3 | 10 | 13 | 0 | -5 | -3 | -6 | -1.4 |
| COc1ccc(CCNC(=O)c2sc(=S)n(C)c2N)cc1 | 1 | -7 | 36 | 0 | -6 | -2 | 1 | 9 | -1.0 |
| Cc1ccc(S(=O)(=O)n2ccc3c(OCCOCCSCC(NC(=O)OC(C)(C)C)C(=O)O)cccc32)cc1 (stereo not given) | 2 | 0 | 12 | 14 | 8 | 1 | -2 | -10 | 0.7 |
| O=c1c(-c2ccccc2)n[nH]c2ccccc12 | -3 | 0 | -34 | 26 | 3 | 2 | 2 | 0 | 2.5 |
| CC(Nc1ccc(F)cc1F)C(=O)NC(=O)NC1CCCCC1 (stereo not given) | -3 | -4 | -7 | 0 | 8 | -3 | -3 | -1 | -1.6 |
| CCN1C(=O)[C@@H]2[C@@H](c3ccc(-c4ccc5c(c4)OCO5)c(OC)c3)N3CCCC[C@@]3(C(=O)OC)[C@@H]2C1=O | 14 | 7 | 29 | 18 | 18 | -1 | 0 | 11 | 1.6 |
| Cc1cc(C)nc(NC(=NCCc2c[nH]c3ccccc23)NC(=O)Nc2ccc(Cl)cc2)n1 | 29 | -1 | 39 | 11 | 3 | -4 | -4 | -2 | 0.3 |
| C/C(=N\NC(=S)NCCc1ccccc1)c1cccc(Br)c1 | 4 | -3 | 1 | 10 | 17 | 8 | 1 | -3 | 7.3 |
| CC(=O)c1ccc(NC(=O)CN2CCC(C(=O)c3ccc4c(c3)OCCO4)CC2)cc1 | 13 | -1 | 35 | -9 | 15 | -1 | -4 | 3 | -0.5 |
| COc1ccccc1NS(=O)(=O)c1cccc(C(=O)N/N=C/c2cn(-c3ccccc3)nc2-c2ccccc2)c1 | 12 | 1 | 35 | 23 | 1 | 6 | 0 | 3 | 3.6 |
| CCc1ccc(N(CC(=O)Nc2nc3ccc(C)cc3s2)S(=O)(=O)c2c(C)noc2C)cc1 | 22 | 0 | 60* | 20 | 5 | 5 | 5 | 2 | 1.1 |
| O=C(NC(=O)N1CCCc2ccccc21)c1ccccc1 | 2 | -1 | 10 | -5 | 1 | -5 | -2 | 22 | -1.2 |
| O=C(NCc1cccnc1)c1c(F)c(F)c(F)c(F)c1F | -1 | -5 | -9 | 5 | -4 | -4 | 0 | -3 | 0.1 |
| N#Cc1ccc(C23CC4(C2)[C@H](CN(Cc2ccc(-c5ccccc5)cc2)[C@@H]4c2ccccc2)C3c2ccccc2)cc1 (stereo not given in full) | -4 | 3 | 3 | 11 | 6 | 3 | 5 | 12 | 0.7 |
| Cc1ccc(C)c(OCCCCN2CCCCC2)c1 | -4 | 0 | 5 | -6 | 4 | -2 | -2 | 14 | 0.2 |
| CC12CCC(=O)N1C(C(=O)Nc1nnc(SCc3ccccc3F)s1)CS2 (stereo not given) | -5 | -6 | 16 | 24 | 9 | 4 | 0 | 10 | 1.1 |
| Cc1ccccc1CN1CCNC1=O | -1 | 1 | 21 | 3 | 4 | -5 | -1 | -3 | -2.8 |
| CNC(=S)NNC(=O)c1c(C)nc2cc(C)ccn12 | -2 | 1 | 16 | 1 | 12 | 5 | 0 | 4 | 2.3 |
| COc1ccc(CCNC(=O)Nc2cccc([N+](=O)[O-])c2)cc1OC | -3 | -3 | 10 | 13 | 6 | -5 | 1 | 7 | -1.0 |
| O=C(CCNC(=O)c1ccc(Br)cc1)Nc1nc2ccccc2[nH]1 | 1 | 4 | 35 | 12 | 8 | -4 | 3 | 20 | 2.0 |
| O=[N+]([O-])c1cccc(N/N=C/c2cccc3ccccc23)c1 | 8 | -2 | -14 | 23 | 19 | -2 | 1 | -24 | 4.1 |
| Clc1ccc(-c2nc3nc4ccccc4nc3n2Cc2ccco2)cc1 | 25 | 1 | -74 | -6 | 6 | 12 | 3 | 20 | 15 |

Following part.
| compound | EBI2 antag | APJ ag | Mdm2 MdmX PPI | tim23-1 inh | CCR6 antagonist | CXCR6 inh | XBP1 UPR activ | APJ antag | UPR CHOP act |
| --- | --- | --- | --- | --- | --- | --- | --- | --- | --- |
| O=C(CSc1nccc(=O)[nH]1)NC1CCCCCC1 | -4 | -4 | 10 | 4 | 9 | -2 | -2 | 5 | -1.5 |
| O=C(CN1CCN(c2cccc(Cl)n2)CC1)N1CC(O)CO1 (stereo not given) | 1 | -2 | -12 | 11 | 1 | -13 | -2 | -3 | 1.2 |
| Cc1cc(C)n2nc(C(=O)OCC(=O)Nc3ccc(C)c(S(=O)(=O)N(C)C)c3)nc2n1 | -1 | -1 | -8 | 19 | -8 | -4 | 3 | -8 | 0.9 |
| CCN(CC)CCNC(=O)c1ccc(NS(=O)(=O)c2ccc3c(c2)OCCO3)cc1 | -2 | -2 | -2 | 5 | -3 | -4 | 1 | -16 | -0.2 |
| Oc1ccc(/C=N/Nc2nc(-c3ccccc3F)nc3ccccc23)c(O)c1 | -5 | -3 | 69* | 40 | 6 | 2 | 8 | -19 | 5.8 |
| Cc1c(C(=O)Nc2ccc3c(c2)CCC3)cccc1[N+](=O)[O-] | -7 | 2 | -98 | 17 | 18 | -6 | 2 | 7 | 6.7 |
| O=C(Cn1cnc2c(nnn2Cc2ccc(F)cc2)c1=O)NC1CCCC1 | -8 | -1 | 3 | -9 | -10 | -1 | -1 | -3 | -0.2 |
| CCCCSc1nc2c(c(=O)[nH]1)CCC2 | 1 | -4 | 27 | 6 | 1 | -7 | -2 | 11 | 0.5 |
| CC(C)Oc1ccc(CC(=O)NNC(=S)Nc2ccccc2)cc1 | -14 | -5 | -22 | -11 | -7 | -1 | -1 | 4 | 0.9 |
| Cc1cccc(NC(=O)NC2CC(=O)N(c3ccc4c(c3)OCCO4)C2)n1 (stereo not given) | -2 | 0 | 24 | 6 | 13 | -4 | 2 | -19 | 0.3 |
| Cc1csc(NC(C)c2nc3cc(Cl)c(Cl)cc3n2CCCO)n1 (stereo not given) | -1 | 1 | 9 | 3 | 5 | -5 | -3 | -6 | -1.2 |
